Compound activity (PubChem BioAssay)
Myeloid diff 2 – induction of myeloid progenitor differentiation, primary screen, cell-based, flow cytometry, MLPCN library; calls only at 10 µM; AID 624256, 2012; ER-HoxA9 myeloid progenitors, lysozyme-GFP differentiation; hit rate 1% among 360,000;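 active = normalized GFP-positive differentiation at or above the plate's own cutoff, the solvent-only control mean plus 3 SD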;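 also: cells exposed to compound for four days before flow analysis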
HIV fusion peptide – inhibitors of HIV fusion peptide binding, primary screen, biochemical, uHTS, fluorescence dequenching (AID 1986) | cell-free peptide binding, fluorescence dequenching, 30 min; higher % means a stronger effect | one-dose inhibition, % at 20 µM; IC50 in µM for titrated hits | hit rate 0.3% among 290,000; in the data active = inhibition mostly above about 52%, no sharp cut-off; inactive = mostly below about 76%; also: some results filed as inactive read as strong as hits
AID2073 – inhibitors of Mint1-CaV2.2 protein interaction, biochemical, HTRF (AID 2073) | HTRF protein-protein interaction, Mint1-CaV2.2; higher % means a stronger effect | hit rate 0.19% among 290,000 | inhibition, % at 20 µM, or IC50 in µM where a hit was titrated | Voltage-dependent N-type calcium channel subunit alpha-1B (Homo sapiens); in the data active = inhibition mostly above about 51%, no sharp cut-off; also: some results filed as inactive read as strong as hits
Siah-1 displacement – Siah-1 peptide-binding antagonists, primary screen, biochemical, fluorescence polarization, rhodamine-plectin, uHTS (AID 1817). E3 ubiquitin-protein ligase SIAH1 (Homo sapiens). Siah-1 / rhodamine-plectin peptide fluorescence polarization; higher % means a stronger effect. displacement, % at 20 µM; hits with a dose series show IC50 in µM. hit rate 0.02% among 290,000;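 active = displacement of at least 50% at 20 µM, with a fluorescence ratio check between 0.3 and a set limit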;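 also: plate controls were Siah plus tracer with DMSO for no effect and tracer alone without Siah for full effect; strong numbers were not always called active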
Hep lipid drop – inhibitors of hepatocyte lipid droplet formation, primary screen, imaging, high-throughput imaging, BODIPY stain; AML12 mouse hepatocytes, oleate lipid droplets; inhibition, % at 6.5 µM; hit rate 0.4% among 240,000; AID 1656, 2009;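 active = lipid droplet intensity inhibited by at least 50%, with more than 500 cells counted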
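Material – AML12 mouse liver cells · Also added – oleate loading, 100 µM · Compound dosing – 6.5 µM single-point dosing · Times – overnight treatment with compound plus oleate · Measured by – fluorescence imaging, 20x objective, two fields per well · Read-out – percent inhibition of filter-corrected integrated lipid droplet intensity per well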
NS5 inhibitors – Dengue-2 NS5 methyltransferase inhibitors, primary screen, biochemical, confirmation dose response (AID 588689); Genome polyprotein (Dengue virus type 2 (strain 16681-PDK53)); Dengue-2 NS5 methyltransferase capping enzyme assay, biochemical; higher % means a stronger effect; one-dose inhibition, % at 25 µM; IC50 in µM for titrated hits; hit rate 0.3% among 340,000; in the data active = a potency from the dose series
HEK293 NOD2/NF-kB – NOD2 signaling inhibitors, cell-based, luminescence, uHTS, HEK293 (AID 1566) | HEK293 NOD2/NF-kB luciferase reporter, luminescence; higher % means a stronger effect | one-dose inhibition, % at 4 µM; EC50 in µM for titrated hits | hit rate 0.63% among 290,000; also: many of its hits are not listed in these tables
XIAP antagonists – XIAP antagonists, biochemical, IAP family, fluorescence polarization (AID 1018); E3 ubiquitin-protein ligase XIAP (Homo sapiens); displacement, % at 20 µM; hits with a dose series show IC50 in µM; hit rate 0.007% among 200,000; XIAP BIR domain, fluorescence polarization peptide displacement; higher % means a stronger effect; in the data active = displacement above about 50%; also: a part of the inactive calls stands beside numbers as strong as those of hits
LYP phosphatase – inhibitors of LYP phosphatase, biochemical, fluorescence intensity, uHTS (AID 1779) | recombinant LYP phosphatase, fluorescence intensity; higher % means a stronger effect | inhibition, % at 11.5 µM; hits with a dose series show IC50 in µM | hit rate 0.054% among 290,000;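 also: plate controls were vehicle with enzyme for no effect and no enzyme for full effect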
Hep lipid drop cells 6.5 µM – also measured in Hep lipid drop; calls as there; cell count; measured here: cell count, cytotoxicity flag;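 cells counted across two imaged fields per well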
NS5 inhibitors pilot replicate – also measured in NS5 inhibitors; calls as there; inhibition, %; measured here: pilot screen replicate inhibition
Myeloid diff 2 GFP+ MAC1+ % – recorded beside Myeloid diff 2, whose call it bears; GFP+ MAC1+ double positive, %; measured here: differentiation confirmed by MAC1 staining
An asterisk follows results filed as active; i = inactive; nt = not tested or not shown. Rule as the data show it, unless noted: active = inhibition above about 50%; inactive = the rest.

SMILES | Myeloid diff 2 | Myeloid diff 2 GFP+ MAC1+ % | HIV fusion peptide | AID2073 | Siah-1 displacement | Hep lipid drop | Hep lipid drop cells 6.5 µM | NS5 inhibitors | HEK293 NOD2/NF-kB | XIAP antagonists | LYP phosphatase | others
Cc1ccc(/C=C2/C(=O)NC(=O)N(CC3CCCO3)C2=O)s1 (configuration not stated) | i | 0.0 | 15% | 11% | -5% | 25 | 715 | >100µM* | 7% | -4.4% | -6%
COc1ccc2c(c1)CC1(CN2C)C(=O)NC(=O)N(c2ccc(C)cc2)C1=O (configuration not stated) | i | 0.8 | 16% | 9% | 2% | 16 | 761 | nt | 9% | -3.0% | -9%
CC(Cc1ccccc1)NC(=O)c1ccc(N)cc1 (configuration not stated) | i | 0.4 | -0.2% | 14% | 0% | -10 | 838 | -5% | -18% | nt | -8% | NS5 inhibitors pilot replicate=-4.2
c1coc(CNCCc2c[nH]c3ccccc23)c1 | i | 1.0 | 0.0% | -4% | 5% | -5 | 785 | -1% | -2% | nt | -10%
COP(=O)(OC)/C(C=O)=N/Nc1ccc([N+](=O)[O-])cc1 | i | 0.8 | 0.6% | 2% | 2% | 21 | 700 | -1% | -18% | -3.9% | 2%
CC1=C(C(=O)O)N2C(=O)[C@@H](NC(=O)CCCC(=O)O)[C@H]2SC1 | i | 2.5 | 0.0% | 34µM* | 10% | 4 | 739 | 2% | -9% | 2.2% | -3%
CCC(C)NC(=O)c1c(N)n(CCCOC)c2nc3ccccc3nc12 (configuration not stated) | i | 0.7 | 0.3% | 17% | 10% | nt | nt | 2% | 1% | 9.8% | -8% | NS5 inhibitors pilot replicate=3.9
C=CCn1c(O)c(/C=C/C=Nc2ccccc2)c(=O)[nH]c1=O | i | 0.2 | 18% | -9% | 4% | 2 | 652 | -1% | 13% | -12% | 1%
CN(C)C(=O)NC(O)C(Cl)(Cl)Cl (configuration not stated) | i | 1.1 | 0.9% | 4% | 2% | 13 | 792 | -6% | 2% | -8.3% | -1%
COc1ccc(-n2c(=O)[nH]c3ccccc3c2=O)c(OC)c1 | i | 1.0 | -0.5% | 8% | -4% | -10 | 637 | 0% | -4% | 12% | -5%
C=CCN1C(=O)c2ccccc2Sc2ccc(C(=O)N3CCC4(CC3)OCCO4)cc21 | i | 6.1 | -3.3% | -1% | 4% | nt | nt | -6% | 19% | -2.8% | -8%
CCN1CCN(c2ccc([N+](=O)[O-])cc2C=C2C(=O)NC(=O)NC2=O)CC1 | i | 0.9 | 2.1% | 7% | 6% | 7 | 609 | nt | -1% | -5.1% | -8%
COc1ccc(CC(C)NCCC(c2ccccc2)c2ccccc2)cc1 (configuration not stated) | nt | nt | 0.6% | 0% | -4% | 11 | 854 | 3% | -1% | nt | -12%
Cn1c(O)c(C(c2ccccn2)c2c(O)n(C)c(=S)[nH]c2=O)c(=O)[nH]c1=S | i | 1.6 | 0.8% | -3% | 7% | nt | nt | -2% | 12% | -1.7% | 1%
N/C(=N\N=C\c1ccc(O)cc1O)N[N+](=O)[O-] | i | 0.6 | -1.6% | 25% | -3% | 9 | 735 | 5% | 2% | -2.2% | 3%
CN1C(=O)C(=Cc2c(OCc3cnc(Cl)s3)ccc3ccccc23)C(=O)N(C)C1=O | i | 0.1 | 3.1% | 6% | 0% | 1 | 658 | 18% | -46% | 5.7% | 2%
CCN(CC)C(=O)c1ccc(NC(=O)c2cccc(S(=O)(=O)N3CCN(C)CC3)c2)cc1 | i | 0.0 | 1.8% | 4% | -2% | -2 | 792 | -2% | 15% | nt | -9%
CCC1(CC)C(=O)NC(=Nc2cccc(C(F)(F)F)c2)NC1=O | i | 0.5 | 1.2% | -4% | 0% | nt | nt | -3% | -12% | -2.4% | -2% | NS5 inhibitors pilot replicate=-1.2
Cc1cc(C)cc(-n2c(O)c(C=Nc3ccc(N4CCOCC4)cc3)c(=O)[nH]c2=S)c1 | i | 0.5 | 23% | 26% | 12% | 16 | 677 | 4% | -4% | -17% | 8%
COc1ccccc1N1CCN(Cc2ccccc2F)CC1 | i | 2.8 | -2.2% | -11% | -6% | -3 | 765 | -8% | -9% | -4.8% | -1%

Some of these compounds in order of heavy-atom count, descending:
SMILES | Myeloid diff 2 | Myeloid diff 2 GFP+ MAC1+ % | HIV fusion peptide | AID2073 | Siah-1 displacement | Hep lipid drop | Hep lipid drop cells 6.5 µM | NS5 inhibitors | HEK293 NOD2/NF-kB | XIAP antagonists | LYP phosphatase | others
CN1C(=O)C(=Cc2c(OCc3cnc(Cl)s3)ccc3ccccc23)C(=O)N(C)C1=O | i | 0.1 | 3.1% | 6% | 0% | 1 | 658 | 18% | -46% | 5.7% | 2%
CCC(C)NC(=O)c1c(N)n(CCCOC)c2nc3ccccc3nc12 (configuration not stated) | i | 0.7 | 0.3% | 17% | 10% | nt | nt | 2% | 1% | 9.8% | -8% | NS5 inhibitors pilot replicate=3.9
CCC1(CC)C(=O)NC(=Nc2cccc(C(F)(F)F)c2)NC1=O | i | 0.5 | 1.2% | -4% | 0% | nt | nt | -3% | -12% | -2.4% | -2% | NS5 inhibitors pilot replicate=-1.2
COc1ccc(-n2c(=O)[nH]c3ccccc3c2=O)c(OC)c1 | i | 1.0 | -0.5% | 8% | -4% | -10 | 637 | 0% | -4% | 12% | -5%
COP(=O)(OC)/C(C=O)=N/Nc1ccc([N+](=O)[O-])cc1 | i | 0.8 | 0.6% | 2% | 2% | 21 | 700 | -1% | -18% | -3.9% | 2%
c1coc(CNCCc2c[nH]c3ccccc23)c1 | i | 1.0 | 0.0% | -4% | 5% | -5 | 785 | -1% | -2% | nt | -10%
N/C(=N\N=C\c1ccc(O)cc1O)N[N+](=O)[O-] | i | 0.6 | -1.6% | 25% | -3% | 9 | 735 | 5% | 2% | -2.2% | 3%
CN(C)C(=O)NC(O)C(Cl)(Cl)Cl (configuration not stated) | i | 1.1 | 0.9% | 4% | 2% | 13 | 792 | -6% | 2% | -8.3% | -1%

Next section.
SMILES | Myeloid diff 2 | Myeloid diff 2 GFP+ MAC1+ % | HIV fusion peptide | AID2073 | Siah-1 displacement | Hep lipid drop | Hep lipid drop cells 6.5 µM | NS5 inhibitors | HEK293 NOD2/NF-kB | XIAP antagonists | LYP phosphatase | others
CCCC(C)C1(CC)C(=O)NC(=Nc2ccc(OC)cc2)NC1=O (configuration not stated) | i | 0.5 | 2.9% | 4% | 3% | 8 | 620 | -1% | 18% | -1.5% | -5%
N[C@@H](Cc1c[nH]c2ccccc12)c1nnc(SCc2ccc(F)cc2)o1 | i | 0.3 | -1.6% | -4% | 1% | nt | nt | 1% | 5% | -1.2% | 0%
C=CCn1c(O)c(C=Nc2ccc(N(CC)CC)cc2)c(=O)[nH]c1=O | i | 5.9 | 7.5% | 6% | 7% | 26 | 723 | 11% | 18% | -0.4% | -1%
O=C(c1cc(S(=O)(=O)N2CCC3(CC2)OCCO3)ccc1F)N1CCC2(CC1)OCCO2 | i | 0.8 | 1.4% | 6% | 7% | 16 | 699 | 1% | 4% | -6.1% | -7%
CCCC[N+]1(C)C2CC(OC(=O)C(CO)c3ccccc3)CC1C1OC12 (configuration not stated) | i | 4.0 | -0.7% | -6% | -2% | 2 | 703 | -1% | -9% | nt | -5%
CN1CCCN(C(=O)COc2ccc(F)cc2F)CC1 | i | 0.9 | 2.1% | 1% | 2% | 31 | 874 | 0% | 9% | nt | -10%
O=[N+]([O-])c1cc([As](=O)(O)c2ccc(O)c([N+](=O)[O-])c2)ccc1O | i | 0.7 | 7.0% | 13% | 0% | -5 | 769 | -3% | -4% | nt | -8%
O=C(c1ccccc1[N+](=O)[O-])N1CCC2(CC1)OCCO2 | i | 0.5 | 1.5% | 5% | 2% | 13 | 849 | -3% | 13% | nt | -4%
COC(=O)C(O)(c1c(C)[nH]n(-c2ccccc2)c1=O)C(F)(F)F (configuration not stated) | i | 0.7 | 4.9% | 0% | 3% | nt | nt | -13% | 16% | -7.6% | -9%
Cc1ccc(C(=O)N[C@@H](C)CN2C3=NC[C@H](Cc4ccccc4)N3C[C@H]2Cc2ccc(O)cc2)cc1Br | nt | nt | -2.0% | 18% | -1% | 44 | 648 | nt | -3% | nt | -8%
CN1CCN(Cc2cc(=O)n3ccsc3n2)CC1 | i | 1.3 | -0.1% | 12% | -1% | -9 | 659 | -3% | -13% | nt | -8%
O=c1c2ccccc2nc(-c2ccc(Cl)cc2Cl)n1-c1ccncc1 | i | 0.3 | -1.5% | -5% | -2% | nt | nt | -1% | -7% | -0.8% | -8% | NS5 inhibitors pilot replicate=-4.2
OC1/C(=C/c2ccccc2C(F)(F)F)N2CCC1CC2 (configuration not stated) | i | 0.2 | 1.0% | -1% | 6% | -14 | 681 | -6% | -6% | -1.4% | 4%
Cc1ccc2cccc(OC(=O)N(C)c3ccccc3)c2n1 | i | 1.3 | -1.9% | 4% | -3% | nt | nt | 0% | 5% | 2.3% | -3%
CCOc1ccccc1N1C(=O)CC(=O)NC1=O | i | 0.8 | 2.1% | 9% | -3% | 15 | 738 | -10% | 5% | nt | -4%
O=C(CCc1nnc2ccc(NCc3ccccc3)nn12)N1CCC2(CC1)OCCO2 | i | 1.4 | 0.0% | 7% | 2% | 15 | 713 | -5% | -24% | nt | -3%
COc1ccccc1C1CC2CCC(C1OC(C)=O)N2Cc1ccccc1 (configuration not stated) | i | 0.5 | -0.7% | 11% | 1% | -23 | 793 | -8% | -6% | nt | -5%
C/C(=N\N1CCCCCC1)c1c(O)n(-c2ccccc2)c(=O)[nH]c1=O | i | 0.3 | 3.0% | -1% | -1% | 30 | 657 | -2% | 1% | -12% | 2%
COc1ccc(N2C(=O)/C(=C/c3ccc(C)o3)C(=O)NC2=S)c(OC)c1 | i | 0.9 | 27% | -5% | -1% | -1 | 791 | -17% | 27% | nt | -4%
CCC(=NCCN1CCCCC1)c1c(O)n(C)c(=O)n(C)c1=O | i | 0.5 | 4.5% | 3% | 4% | -2 | 698 | 4% | 8% | -0.8% | -3%
CN[C@@H](C)[C@@H](O)c1ccccc1 | i | 1.9 | -0.1% | 5% | 0% | 0 | 780 | -1% | 10% | nt | -5%
O=c1[nH]c(=O)n(CCc2ccccc2)c(O)c1C=NCc1ccc2c(c1)OCO2 | i | 3.1 | 28% | 0% | 3% | -8 | 726 | -3% | -7% | -5.6% | -10%
CN1C(=O)N(C)C(=O)C2(Cc3ccccc3N3CCCC32)C1=O (configuration not stated) | i | 0.2 | 1.7% | 1% | 9% | -3 | 675 | nt | 13% | nt | -10%

Only part of the results is shown; count on the stated rates, not on these rows.
